# ANO1 block = mouse TMEM16A channel inhibition, primary screen | 310,000 compounds, 1.2% hits | Q8BHY3 | normalized B-score (activity score, 25-100; higher = stronger inhibition) at 10 µM | HEK293 TMEM16A/YFP iodide influx fluorescence, ionomycin;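 active = ratio plate-corrected score three or more library SD toward inhibition, starting fluorescence score within five deviations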;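 note: score derived from kinetic fluorescence span divided by baseline fluorescence per well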
# RGS4 inh = human RGS4 inhibition. P49798. HEK293 M3R/RGS4 inducible, Fluo-4 calcium flux; hits give high values; triggered by carbachol at its EC20. B-score at 10 µM. 310,000 compounds, 0.45% hits. AID 463165;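 active = B-score, a plate-corrected calcium signal, over three deviations above library mean, with baseline fluorescence within five deviations of library mean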;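 note: RGS4 expression induced by doxycycline in cells with stable M3 receptor; B-score is computed from the integrated fluorescence ratio over baseline after carbachol; higher B-score means a larger calcium signal and so more RGS4 inhibition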
# Target sequence (P49798 whole entry, looked up): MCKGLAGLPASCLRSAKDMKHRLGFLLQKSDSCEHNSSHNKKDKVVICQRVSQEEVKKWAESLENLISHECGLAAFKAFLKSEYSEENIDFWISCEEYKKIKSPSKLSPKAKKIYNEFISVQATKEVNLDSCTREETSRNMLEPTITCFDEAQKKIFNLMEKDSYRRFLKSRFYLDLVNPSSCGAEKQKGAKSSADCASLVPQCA
# TRPC6 act = activates the mouse TRPC6 cation channel; Q61143; HEK293-TRPC6 membrane potential dye fluorescence; hits give high values; B-score at 10 µM; 310,000 compounds, 0.13% hits;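 active = B-score of the integrated fluorescence ratio above library mean plus 3 SD, and starting fluorescence ratio within library mean plus 5 SD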;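 note: higher score means more depolarization so channel activation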
# MrgX1 agonist = activates human MrgX1 receptor signaling; Q96LB2; AID 588627; B-score at 10 µM; MrgX1-HEK293 cells, Fluo-4 calcium fluorescence, agonist mode; hits give high values; 310,000 compounds, 0.44% hits;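 active = calcium response B-score plate-corrected fluorescence ratio at least 3 library SD, with starting fluorescence B-score inside 5 SD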
# Target sequence (Q96LB2 whole entry, looked up): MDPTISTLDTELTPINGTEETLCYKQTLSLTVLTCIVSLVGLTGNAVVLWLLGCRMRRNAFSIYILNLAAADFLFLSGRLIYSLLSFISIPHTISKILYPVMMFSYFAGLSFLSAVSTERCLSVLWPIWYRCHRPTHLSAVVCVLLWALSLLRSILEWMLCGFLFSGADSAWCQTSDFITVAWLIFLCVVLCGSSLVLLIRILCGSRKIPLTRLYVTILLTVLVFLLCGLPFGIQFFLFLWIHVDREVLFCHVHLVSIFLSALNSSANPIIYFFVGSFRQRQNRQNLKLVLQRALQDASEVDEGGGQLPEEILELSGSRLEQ
#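 Test system: HEK293 cells stably expressing human MrgX1 receptor; Input: fifteen thousand cells per well; Dosing: compound delivered in addition one of three; Schedule: overnight seeding, then 1 h dark dye loading; Technique: Fluo-4 NW calcium fluorescence; Measure: B-scored fluorescence response ratio; Controls: positive and negative controls per plate.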
# MrgX1 allo act = allosterically activates human MrgX1 receptor signaling | 310,000 compounds, 0.63% hits | B-score at 10 µM | MrgX1-HEK293, Fluo-4 calcium flux, FDSS; hits give high values | Q96LB2;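 active = plate-corrected calcium response at least 3 library SD above typical, normal starting fluorescence, not activating the receptor alone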;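 note: compound read alongside a low EC10 to EC30 dose of BAM8-22 agonist; peak minus trough fluorescence over baseline measured at the second addition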
# TRPC4 block = blocks the mouse TRPC4 cation channel; Q9QUQ5; HEK293 TRPC4beta/mu-opioid, DAMGO-evoked Fluo4 calcium flux; hits give low values; B-score at 10 µM; 300,000 compounds, 0.39% hits; AID 2247;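 active = B-score over 3 SD under the library average, no early fluorescence shift, positive overall ratio signal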
#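 System: stable TRPC4beta/mu-opioid receptor HEK293 cells; Dosing: single-point compound dosing; Measured by: Fluo4 Ca2+ flux fluorescence; Read-out basis: per-well B score of integrated baseline-normalized Fluo4 ratio.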
# TRPC4 PAM = allosterically enhances the mouse TRPC4 cation channel; 310,000 compounds, 0.42% hits; HEK293 TRPC4beta/mu-opioid, DAMGO EC20, Fluo-4 Ca2+ flux; hits give high values; Q9QUQ5; B-score at 10 µM;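 active = B-score of calcium response area above 5 SD of library B-scores, with initial fluorescence ratio within 5 SD of library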;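 note: B-score of integrated fluorescence ratio over time as area under calcium response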
# ANO1 activ = activates or potentiates the mouse TMEM16A chloride channel. HEK293 TMEM16A/YFP-H148Q/I152L, iodide quench fluorescence; hits give low values. B-score at 10 µM. 340,000 compounds, 0.3% hits. Q8BHY3;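 active = fluorescence-ratio B-score plate-corrected deviation score at least 3 library SD below zero, with starting fluorescence score within 5 deviations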;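 note: channel opened by trigger with iodide after compound preincubation; score built on the fluorescence ratio of max minus min over baseline; more negative score means more quench and so TMEM16A activation or potentiation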
# MrgX1 antagonist = human MrgX1 receptor antagonism, primary screen; B-score at 10 µM; MRGX1-HEK293 calcium flux, Fluo-4, BAM8-22 antagonism; hits give low values; 310,000 compounds, 1.3% hits; Q96LB2; AID 588676;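 active = calcium-response B-score plate-corrected more than 3 library SD below zero, starting fluorescence within 5 deviations, no agonist response on first addition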;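 note: peak minus trough fluorescence over baseline after final BAM8-22 challenge near maximal dose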
# TRPC4 act = activators of mouse TRPC4 channel | Q9QUQ5 | HEK293 TRPC4beta/mu-opioid, Fluo4 calcium fluorescence; hits give high values | 310,000 compounds, 0.49% hits | B-score at 10 µM;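 active = B-score above 5 SD of library B-scores, and initial fluorescence ratio not above library mean plus 5 SD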;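 note: positive B-score marks a calcium rise read as TRPC4 activation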
#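 System – HEK293 cells stably co-expressing mouse TRPC4beta and mu-opioid receptor · Signal – Fluo4 calcium-sensitive dye fluorescence, kinetic, 1 Hz baseline · Benchmarks – buffer (low) and maximal DAMGO (high) · Read-out – B score of integrated fluorescence ratio per well · Incubation – dye loading 45 min room temperature, 110 s kinetic read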
# TRPC6 inh = mouse TRPC6 channel inhibition | HEK293-TRPC6, membrane potential dye, ACh-evoked depolarization; hits give low values | B-score at 10 µM | 310,000 compounds, 1.1% hits | AID 2553;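 active = B-score under library mean minus 3 SD, initial fluorescence not abnormally high, positive integrated signal ratio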;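 note: B-score derived from integrated fluorescence ratio over the kinetic read; more negative B-score means stronger inhibition of depolarization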
# * = called active by the depositor; i = inactive; . = no result given.
SMILES,ANO1 block,RGS4 inh,TRPC6 act,MrgX1 agonist,MrgX1 allo act,TRPC4 block,TRPC4 PAM,ANO1 activ,MrgX1 antagonist,TRPC4 act,TRPC6 inh
O=C(NCCN1CCOC1=O)C1CCC(=O)N(CCc2ccc(Cl)cc2)C1 (configuration not stated),i,i,i,i,i,i,i,i,i,i,i
COC(=O)c1[nH]c2cccc(C)c2c1NC(=O)CN1CCN(c2ccccc2OC)CC1,i,i,i,i,i,i,i,i,i,i,i
COc1ccc(Cl)cc1C(=O)Nc1ccc(CN2CCCCC2)cc1,i,i,i,i,i,i,i,i,i,i,i
CC(=O)N=c1sc(S(N)(=O)=O)nn1C,i,i,i,i,i,i,i,i,i,i,i
O=C(OCCN1C(=O)c2ccccc2C1=O)c1cc(=O)[nH]c2ccccc12,i,i,i,i,i,i,i,i,i,i,i
Cc1ccc(S(=O)(=O)N2CCC(C(=O)OCC(=O)N(C)Cc3ccccc3)CC2)cc1C,i,i,i,i,i,i,i,i,i,i,i
CCS(=O)(=O)N1CCN(Cc2ccncc2)CC1,i,i,i,i,i,i,i,i,i,i,i
CCCNC(=O)CN(CCc1ccccc1)S(C)(=O)=O,i,i,i,i,i,i,i,i,i,i,i
CCS(=O)(=O)n1nc(C(=O)N2CCOCC2)nc1N,i,i,i,i,i,i,i,i,i,i,i
COc1ccc(OC)c(S(=O)(=O)N2CCC3(CC2)OCCN3S(=O)(=O)c2ccccc2)c1,i,i,i,i,i,i,i,i,i,i,i
S=c1[nH]nc(-c2ccccn2)n1/N=C/c1ccco1,i,i,i,i,i,i,i,i,i,i,i
COc1ccc(OC)c(CCNC(=O)C(=O)Nc2ccc3nc4n(c(=O)c3c2)CCCCC4)c1,i,i,i,i,i,i,i,i,i,i,i
CCN(CC)S(=O)(=O)c1ccc(C)c(NC(=O)CNc2cccc(S(=O)(=O)N3CCOCC3)c2)c1,i,i,i,i,i,i,i,i,i,i,i
CC(=O)c1c(N=CN(C)C)nc(C)nc1-c1ccccc1,i,i,i,i,i,i,i,i,i,i,i
COCCn1c(SCC(=O)Nc2ccc(NC(C)=O)cc2)nc2ccccc2c1=O,i,i,i,i,i,i,i,i,i,i,i
COc1ccccc1NC(=O)c1ccc(NC(=O)CSc2ncccn2)cc1,i,i,i,i,i,i,i,i,i,i,i
Cc1nc(SCC(=O)NCc2ccc(F)cc2)c2c(=O)n(C)c(=O)n(C)c2n1,i,i,i,i,i,i,i,i,i,i,i
O=C(O)CCc1ccc(-c2ccc(Br)cc2)n1CC(=O)O,i,i,i,i,i,i,i,i,i,i,i
CC(/C=N/NC(=O)c1ccco1)=C\c1ccccc1,i,i,i,i,i,i,i,i,i,i,i
CN1CCN(c2nc(-c3cccs3)cc(C(F)(F)F)n2)CC1,i,i,i,i,i,i,i,i,i,i,i
COCCNC(=O)c1cccc(OC2CCN(Cc3ccc(F)cc3OC)CC2)c1,i,i,i,i,i,i,i,i,i,i,i
CCCC(CCC)C(=O)Nc1ccncc1,i,i,i,i,i,i,i,i,i,i,i
CCOC(=O)c1cc(CC)sc1NC(=O)c1cc(OC)c(OC)c(OC)c1,i,i,i,i,i,i,i,i,i,i,i
CCn1c(=O)c(C(=O)CN2CCN(Cc3ccc4c(c3)OCO4)CC2)c(N)n(Cc2ccccc2)c1=O,i,i,i,i,i,i,i,i,i,i,i
CC(C)CC(NC(=O)C(CC(C)C)NC(=O)C(Cc1ccc(OCc2ccccc2)cc1)NC(=O)OC(C)(C)C)C(N)=O (configuration not stated),i,i,i,i,i,i,i,i,i,i,i

# Other entries:
SMILES,ANO1 block,RGS4 inh,TRPC6 act,MrgX1 agonist,MrgX1 allo act,TRPC4 block,TRPC4 PAM,ANO1 activ,MrgX1 antagonist,TRPC4 act,TRPC6 inh
O=C(CSC1=NS(=O)(=O)c2cc(Cl)ccc2N1)Nc1ccccc1F,i,i,i,i,i,i,i,i,i,i,i
COc1ccc(/C=C2/N=C3CCCCCN3C2=O)cc1,i,i,i,i,i,i,i,i,i,i,i
CC(C)CC(=O)Nc1c2c(nn1-c1ccc([N+](=O)[O-])cc1)CS(=O)(=O)C2,i,i,i,i,i,i,i,.,i,i,i
Cc1c(NC(=O)C(C)OC(=O)CCc2c[nH]c3ccccc23)c(=O)n(-c2ccccc2)n1C (configuration not stated),i,i,i,i,i,i,i,i,i,i,i
O=C(CCC(=O)c1cccs1)Nc1ncccc1O,i,i,i,i,i,i,i,i,i,i,i
COc1ccc2c3c([nH]c2c1)C1CC2C(CC(O)C(OC)C2CO)CN1CC3 (configuration not stated),i,i,i,i,i,i,i,i,i,i,i
Cc1nn(-c2ccccc2)c(Cl)c1C(=O)OC(C)C(=O)Nc1ccc2c(c1)OCO2 (configuration not stated),i,i,i,i,i,i,i,i,i,i,i
COc1cc(C2NCCC(=O)C2(C)C)cc(OC)c1OC (configuration not stated),i,i,i,i,i,i,i,i,i,i,i
Cn1c(SCC(=O)N2CCOCC2)nnc1-c1ccco1,i,i,i,i,i,i,i,i,i,i,i
CC1(C)Cc2c(ccc3ccccc23)/C(=C/C(=O)N2CCCCC2)N1,i,i,i,i,i,i,i,i,i,i,i
Cc1ccc(C(=O)OC(C)C(=O)c2cc(C)c(C)cc2C)o1 (configuration not stated),i,i,i,i,i,i,i,i,i,i,i
CCCc1nnc(NC(=O)CCC(=O)N2CCN(Cc3ccc(OC)c(F)c3)CC2)s1,i,i,i,i,i,i,i,i,i,i,i
CCN1CCN(C(=O)Cn2nc(C)c3sc4ccccc4c3c2=O)CC1,i,i,i,i,i,i,i,i,i,i,i
Cc1ccc(Nc2nc(N)[nH]c(=O)c2N=O)cc1,i,i,i,i,i,i,i,i,i,i,i
Cc1cccc(/C(N)=N/OC(=O)c2ccccc2Cl)c1,i,i,i,i,i,i,i,i,i,i,i
O=C(NNC(=S)Nc1ccccc1Cl)c1ccncc1,i,i,i,i,i,i,i,i,i,i,i
O=C(CSc1nnnn1-c1ccc2c(c1)CCC2)Nc1ccc2c(c1)OCCO2,i,i,i,i,i,i,i,i,i,i,i
O=C(CSc1oc(-c2ccco2)nc1S(=O)(=O)c1ccccc1)NCC1CCCO1 (configuration not stated),i,.,.,i,i,.,.,i,i,.,.
CC(C)CN(C(=O)c1cc(=O)[nH]c2ccccc12)c1c(N)n(Cc2ccccc2)c(=O)[nH]c1=O,i,i,i,i,i,i,i,i,i,i,i
Cc1ccccc1NC(=O)c1ccc2nccnc2c1,i,i,i,i,i,i,i,i,i,i,i
CCC1CCCCN1S(=O)(=O)c1ccc2c(c1)CCN2C(=O)C1CCC1 (configuration not stated),i,i,i,i,i,i,i,i,i,i,i
CC(=O)NC(CC(=O)NCCN1C(=O)S/C(=C\c2ccccc2)C1=O)c1ccccc1 (configuration not stated),i,i,i,i,i,i,i,i,i,i,i
O=C(Cn1sc2ccccc2c1=O)N1CCN(C(=O)c2ccco2)CC1,i,i,i,i,i,i,i,i,i,i,i
Cc1ccc(C(=O)OC(C)C(=O)NC2CCCCC2C)cc1S(=O)(=O)N1CCOCC1 (configuration not stated),i,i,i,i,i,i,i,i,i,i,i
CCOC(=O)N1CCN(C(=O)c2cn(C)c3ccc(S(=O)(=O)N(C)C4CCCCC4)cc3c2=O)CC1,i,i,i,i,i,i,i,i,i,i,i

# Next records
SMILES,ANO1 block,RGS4 inh,TRPC6 act,MrgX1 agonist,MrgX1 allo act,TRPC4 block,TRPC4 PAM,ANO1 activ,MrgX1 antagonist,TRPC4 act,TRPC6 inh
O=C1NC(=O)/C(=C\c2cn(Cc3ccccc3F)c3ccccc23)N1,i,i,i,i,i,i,i,i,i,i,i
Cc1c(/C=N/NC(=O)C(NC(=O)c2ccc3c(c2)OCO3)C(C)C)c2ccccc2n1C (configuration not stated),i,i,i,i,i,i,i,-5.74*,i,i,i
COc1ccc(S(=O)(=O)N(CC(=O)O)c2ccc(C)cc2)cc1,i,i,i,i,i,i,i,i,i,i,i
COc1ccccc1NC(=O)NCCN1C(=O)C2C3C=CC(C3)C2C1=O (configuration not stated),i,i,i,i,i,i,i,i,-7.56*,i,i
COc1ccc(/C=N/NC(=O)c2cccc([N+](=O)[O-])c2)cc1OS(=O)(=O)c1ccccc1,i,i,i,i,i,i,i,i,i,i,i
C=CCn1c(SCc2ccccc2)nc2scc(-c3ccc(C)o3)c2c1=O,i,i,i,i,i,i,i,i,i,i,i
C[C@@H]1CN(Cc2nc(-c3cnccn3)no2)C[C@H](C)O1,i,i,i,i,i,i,i,i,i,i,i
Cn1c(-c2ccc3c(c2)OCO3)cc(=O)c2ccccc21,i,i,i,i,i,i,i,i,i,i,i
O=C(CCC1CCCC1)Nc1ccc(OCC(=O)N2CCOCC2)cc1,i,i,i,i,i,i,i,i,i,i,i
COc1ccc(CCNC(=O)C(=O)NCC2OCCN2S(=O)(=O)c2ccccc2)cc1OC (configuration not stated),i,i,i,i,i,i,i,i,i,i,i
Cc1cc(=O)[nH]c(N=N/C(=N/Nc2ccc(O)cc2)c2ccccc2)n1,i,i,i,i,i,i,i,i,i,i,i
CSc1ccc(S(=O)(=O)Nc2ccc(S(=O)(=O)Nc3ccc(C)cc3)cc2)cc1,i,5.04*,i,i,i,.,i,i,i,i,i
C=CCn1c2ccccc2c2nnc(SCN3C(=O)c4ccccc4C3=O)nc21,i,i,i,i,i,i,i,i,i,i,i
Cc1nn(C)cc1/C=N/NC(=O)c1sc2ccccc2c1Cl,i,i,i,i,i,i,i,i,i,i,i
O=C(O)/C=C/c1ccc(-n2ccnc2)cc1,i,i,i,i,i,i,i,i,i,i,i
COc1ccc(C2N=C(N)N=C(N)N2c2ccccc2)cc1OC (configuration not stated),i,i,i,i,i,i,i,i,i,i,i
Cn1c(CCNC(=O)c2ccco2)nc2cc(NS(=O)(=O)c3ccccc3)ccc21,i,i,i,i,i,i,i,i,i,i,i
COc1ccccc1C1SCCN1S(C)(=O)=O (configuration not stated),i,i,i,i,i,i,i,i,i,i,i
CC(C)COP(=O)(c1ccc(N(C)C)cc1)C(O)c1ccccn1 (configuration not stated),i,i,i,i,i,i,i,i,i,i,i
